# Compound activity deposited in PubChem BioAssay by several laboratories.
# PolyA inhibitor – inhibitors of polyadenylation in S. cerevisiae. S. cerevisiae SKY197-pL101 polyadenylation reporter, beta-gal luminescence; efflux-impaired pdr1/pdr3 knockout yeast; score 100 = 6 SD above DMSO. calls only at 12 µM. hit rate 0.02% among 300,000. AID 1875;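 active = lowest replicate activity score at least 50, where 100 means six control SD above control mean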;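 note: yeast exposed to compound for 9 h at 30 °C; higher score means more reporter readthrough which indicates perturbed polyadenylation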
# KCNK9 block – inhibitors of human KCNK9 two-pore domain potassium channel. Q9NPC2. HEK293 KCNK9, FluxOR thallium flux fluorescence; stronger effect = lower value. B-score at 10 µM. hit rate 1.2% among 310,000. AID 488922;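 active = ratio B-score over 3 SD below the library mean, with starting fluorescence within 5 SD of its mean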;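 note: negative B-score means less thallium flux so channel inhibition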
# Target sequence (Q9NPC2 whole entry, looked up, the tested form may be a part): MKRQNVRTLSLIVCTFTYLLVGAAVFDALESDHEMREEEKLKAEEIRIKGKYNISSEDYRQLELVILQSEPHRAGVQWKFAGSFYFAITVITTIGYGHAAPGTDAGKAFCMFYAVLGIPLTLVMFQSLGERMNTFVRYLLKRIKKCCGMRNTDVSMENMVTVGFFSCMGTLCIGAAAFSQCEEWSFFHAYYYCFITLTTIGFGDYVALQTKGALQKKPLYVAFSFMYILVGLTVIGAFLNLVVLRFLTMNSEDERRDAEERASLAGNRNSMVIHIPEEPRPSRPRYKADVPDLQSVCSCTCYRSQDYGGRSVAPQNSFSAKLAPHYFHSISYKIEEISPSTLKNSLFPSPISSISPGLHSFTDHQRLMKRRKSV
# KCNQ1 inh – blocks the human KCNQ1 potassium channel | B-score at 10 µM | AID 2642 | CHO-K1 KCNQ1, FluxOR thallium flux fluorescence; stronger effect = higher value | hit rate 1.3% among 310,000;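 active = compounds whose thallium flux B-score, printed positive for inhibition, exceeds three library SD while starting fluorescence stays within three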;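 note: channel opened by potassium depolarization with thallium stimulus after 20 min compound exposure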
# KCNQ1 pot – potentiates or activates the human KCNQ1 potassium channel. hit rate 0.35% among 310,000. AID 2648. CHO-K1 KCNQ1, thallium flux FluxOR fluorescence; stronger effect = higher value. B-score at 10 µM;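 active = fluorescence ratio B-score, a plate-corrected score, at least three library SD, with initial intensity B-score within 5 SD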
#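 assay system = KCNQ1-transfected CHO-K1 cells | medium = assay buffer with matched DMSO | probe or stimulus = depolarizing K+/Tl+ stimulus, K2SO4 and Tl2SO4 each 12.5 mM in 5x stock | dosing = single dose | incubation = dye 90 min, compound 20 min, room temperature | detection = kinetic FluxOR fluorescence, 10 s baseline plus 110 s post-stimulus | evaluation = ratio B score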
# RGS4 act – potentiators or activators of RGS4 | HEK293 M3R/inducible RGS4, carbachol calcium flux Fluo4; stronger effect = lower value | B-score at 10 µM | hit rate 0.92% among 310,000 | AID 463111;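 active = B-score of the integrated calcium signal more than 4 SD below the library mean, with starting fluorescence not abnormally high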;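 note: negative B-score means reduced calcium response which marks RGS4 activation or potentiation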
#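 Detection: kinetic calcium fluorescence imaging with Fluo4-AM dye, 2 µM / Material: HEK293 cells with stable M3R and inducible RGS4 / Schedule: recording 10 s baseline at 1 Hz, 100 s post-agonist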
# DYRK1A inh – Dyrk1A (rat) kinase inhibition; Q63470; ADP-Glo luminescence, NFATc1 peptide; hit rate 0.43% among 310,000; inhibition, % at 12.5 µM; in the data active = inhibition above about 50%;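 note: plate controls were vehicle with enzyme for no effect and no enzyme for full effect; many of its hits are not listed in these tables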
# KCNK3 inh – human KCNK3 channel inhibition, primary screen. O14649. hit rate 0.84% among 340,000. CHO-KCNK3 thallium flux, FluxOR fluorescence; stronger effect = lower value. B-score at 10 µM;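 active = B-score under library mean minus 4 SD, starting fluorescence ratio at most library mean plus 5 SD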;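 note: more negative B-score means stronger inhibition of thallium flux through KCNK3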
# RGS4 block – human RGS4 inhibition | P49798 | HEK293 M3R/RGS4 inducible, Fluo-4 calcium flux; stronger effect = higher value; triggered by carbachol at its EC20 | B-score at 10 µM | hit rate 0.45% among 310,000;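 active = B-score, a plate-corrected calcium signal, over three deviations above library mean, with baseline fluorescence within five deviations of library mean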;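 note: RGS4 expression induced by doxycycline in cells with stable M3 receptor; B-score is computed from the integrated fluorescence ratio over baseline after carbachol; higher B-score means a larger calcium signal and so more RGS4 inhibition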
# Target sequence (P49798 whole entry, looked up): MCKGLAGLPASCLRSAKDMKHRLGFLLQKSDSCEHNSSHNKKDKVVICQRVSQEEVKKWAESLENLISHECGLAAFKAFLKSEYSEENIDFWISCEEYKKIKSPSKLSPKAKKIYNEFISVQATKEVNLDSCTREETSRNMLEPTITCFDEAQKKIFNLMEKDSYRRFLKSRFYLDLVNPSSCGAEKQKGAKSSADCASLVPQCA
# GSK3 alpha inh – blocks human GSK-3 alpha kinase; P49840; ADP-Glo luminescence, 60 min; inhibition, % at 10 µM; hit rate 0.1% among 320,000;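 in the data active = inhibition above about 50%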;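 note: GST-tagged GSK-3 alpha with peptide substrate and 25 µM ATP; 0% = DMSO neutral wells and 100% = GW8510 positive control wells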
# hERG protect – compounds protecting human hERG from proarrhythmic drug block | Q12809 | CHO-hERG, FluxOR thallium flux, dofetilide IC70 present | activation (rescue from dofetilide block), less the hit threshold, % at 10 µM | hit rate 0.51% among 310,000;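 active = activation above the mean of controls blocked by dofetilide plus 5 SD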;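 note: thallium influx through hERG after potassium depolarization seen as dye fluorescence rise; in these data hits start at about 4.7%; inactives centre near -7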
# GSK3B inh – inhibitors of human GSK3beta kinase. P49841. GST-GSK3beta kinase, ADP-Glo luminescence, 60 min; stronger effect = lower value. activity score (negative = inhibition), % at 10 µM. hit rate 0.038% among 300,000. AID 2097;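 active = more than half of replicate wells score below -50%, meaning over 50% inhibition versus plate controls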;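 note: 0% = median DMSO wells and -100% = median GW8510 positive control wells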
# Target sequence (P49841 whole entry, looked up): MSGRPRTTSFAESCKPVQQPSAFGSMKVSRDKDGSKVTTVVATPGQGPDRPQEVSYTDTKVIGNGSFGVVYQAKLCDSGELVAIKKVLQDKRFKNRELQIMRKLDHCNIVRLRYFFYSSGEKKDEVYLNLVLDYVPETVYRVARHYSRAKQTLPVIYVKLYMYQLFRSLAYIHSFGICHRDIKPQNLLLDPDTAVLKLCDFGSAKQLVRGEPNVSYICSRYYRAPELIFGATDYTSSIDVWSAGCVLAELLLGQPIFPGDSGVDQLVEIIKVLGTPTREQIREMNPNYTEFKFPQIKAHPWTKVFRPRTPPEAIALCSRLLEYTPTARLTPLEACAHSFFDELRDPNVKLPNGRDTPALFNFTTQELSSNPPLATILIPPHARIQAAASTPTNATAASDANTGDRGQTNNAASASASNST
#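 Assay system: GST-tagged human GSK3beta kinase, cell-free; Input: 1.6 ng GSK3beta; Medium: Tris/MgCl2 kinase buffer; Timing: 60 min enzyme reaction, room temperature; Signal: ADP-Glo luminescence quantifying ADP generated by kinase; Evaluation: score relative to plate controls; Benchmarks: DMSO neutral wells and GW8510 at 20 µM as positive.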
# Active calls of the source: *; i = inactive; nt = not tested or not shown.
SMILES,PolyA inhibitor,KCNK9 block,KCNQ1 inh,KCNQ1 pot,RGS4 act,DYRK1A inh,KCNK3 inh,RGS4 block,GSK3 alpha inh,hERG protect,GSK3B inh
O=C(COC(=O)c1cnccn1)c1ccc(C2CCCCC2)cc1,i,i,i,i,i,1,i,i,0,-6,-1
Cc1cccc(-n2c(O)c(/C=N/NC(=O)c3ccccc3Cl)c3ccccc3c2=O)n1,nt,i,i,i,i,nt,i,i,-3,-12,4
CCCC(=O)NC(NC(=S)Nc1c(C)n(C)n(-c2ccccc2)c1=O)C(Cl)(Cl)Cl (stereo not given),i,i,i,i,i,4,i,i,nt,-5,-5
Cn1cc(SCC(N)=O)c2ccccc21,i,i,i,i,i,3,i,i,0,-7,2
CCCn1c(SCC(=O)NCCc2ccc(OC)c(OC)c2)nc2c1c(=O)n(C)c(=O)n2C,i,i,i,i,i,27,i,i,-2,-5,4
Cc1ccnc(SCC(=O)c2ccc(Br)cc2)c1C#N,i,i,i,i,i,2,i,i,0,-6,1
O=C(Cc1cccs1)Nc1nncs1,i,i,i,i,i,-5,i,i,-2,-3,2
CN(CCC1CCCCO1)C(=O)CCc1nnc(Cc2c[nH]c3ccccc23)o1 (stereo not given),i,i,i,i,i,-3,i,i,-2,-13,1
O=C(CSc1ccccc1)Nc1ccc(N2CCOCC2)c(F)c1,i,i,i,i,i,5,i,i,-4,-13,-8
Cc1ccc(N2CC(C(=O)Nc3ccc(S(=O)(=O)N4CCCC4)cc3)CC2=O)cc1C (stereo not given),i,i,i,i,i,10,i,i,0,-5,7
O=[n+]1c2c(n([O-])c3c1CCCC3)CCCCC2,i,i,i,i,i,3,i,i,-3,-7,4
CN(C(=O)/C=C/c1ccc([N+](=O)[O-])s1)c1ccccc1,i,i,i,i,i,-2,i,i,2,-10,-1
Cc1nn(-c2ccccc2)c(C)c1/C=N\NS(=O)(=O)c1ccc(Cl)cc1,i,i,i,i,i,-1,i,i,-3,-8,4
CCN(CC(=O)Nc1ccc(NC(C)=O)cc1)C(=O)/C=C/c1ccco1,i,i,i,i,i,nt,i,i,-2,-8,-1
O=C(N[C@@H]1CCC(=O)N(CC[C@H](Oc2ccccc2)c2ccccc2)CC1)OCc1ccccc1,nt,i,i,i,i,2,i,i,0,-5,-1
Cc1ccc(N2C(=O)C3C(c4ccccc4)(C2=O)C3(c2ccccc2)c2ccccc2)cc1 (stereo not given),i,i,i,i,i,4,i,i,-2,-13,-1
C=C(C)CN1CCN(S(=O)(=O)c2ccc(C)c(N(C)S(=O)(=O)c3ccc(C)cc3)c2C)CC1,i,i,i,i,i,1,i,i,-2,-7,2
COc1ccc(N(C)S(=O)(=O)c2cccc(C(=O)NCC(c3cccs3)N(C)C)c2)cc1 (stereo not given),i,i,i,i,i,-11,i,i,1,-14,4
COc1ccc(Cl)cc1NC(=O)NCc1cccnc1,i,i,i,i,i,-1,i,i,-2,-4,-4
O=C(OCC#CCSc1nnc(-c2ccccc2)o1)c1ccco1,i,i,i,i,i,6,i,i,-22,-6,-1
CC1CCN(S(=O)(=O)c2cn(CC(=O)Nc3ccc(OC(F)(F)F)cc3)cn2)CC1,i,i,i,i,i,-3,i,i,-4,-8,2
Cn1c(N)c(C(=O)COC(=O)C2CC(O)CN2S(=O)(=O)c2ccc(Cl)cc2)c(=O)n(C)c1=O (stereo not given),i,i,i,i,i,8,i,i,nt,-11,1
O=C(NCc1nc2ccccc2[nH]1)c1ccco1,i,i,i,i,i,5,i,i,0,-1,1
CCOC(=O)C(C(=O)OCC)C1OC(=O)c2cc3c(cc21)C(=O)OC3C(C(=O)OCC)C(=O)OCC (stereo not given),i,i,i,i,i,-1,i,i,1,-13,-3
CN(C)c1ccc(NC(=O)c2cn(-c3ccccc3)nc2-c2cccs2)cc1,i,i,i,i,i,4,i,i,-4,-11,1
CC(=O)N1CCOc2ccc(S(=O)(=O)N3CCC(C(=O)Nc4ccc(C)cc4)CC3)cc21,i,i,i,i,i,-6,i,i,0,-9,1
COc1ccc(S(=O)(=O)N2CCOCC2)cc1NC(=O)CCc1nc2ccccc2c(=O)[nH]1,i,i,i,i,i,-1,i,i,1,-7,3
COc1ccccc1N1CCN(C(=O)C(=O)c2cn(CC(=O)N3CCOCC3)c3ccccc23)CC1,i,i,i,i,i,3,i,i,-1,-9,2
Cc1cccc(CCNS(=O)(=O)c2ccc3c(c2)oc(=O)n3C)c1,i,i,i,i,i,-1,i,i,7,-11,1
COc1cccc2cc(C(=O)Nc3ccccc3C(=O)N3CCOCC3)oc12,i,i,i,i,i,6,i,i,-1,-7,0
O=C(Nc1ccccc1F)N1CCc2ccccc2C1,i,i,i,i,i,-3,i,i,-1,-10,0
Cc1cc2c(ccc3c2no[n+]3[O-])nn1,i,i,i,i,i,-3,i,i,0,-15,1
Cc1ccc(CNC(=O)c2ccc3c(c2)S(=O)(=O)c2ccccc2C3=O)cc1,i,i,i,i,i,0,i,i,0,-3,-1
CN1C(=O)/C(=C2/C=Cc3ccccc3N2CCCS(=O)(=O)O)SC1=S,i,i,i,i,i,-2,i,i,7,1,-4
Cn1nnc(NCc2cc(Br)ccc2OCc2ccccc2F)n1,i,i,i,i,i,-32,i,i,-1,-1,1
CC(C)(C)c1nc(NCCN2CCOCC2)c2nnn(Cc3ccccc3Cl)c2n1,i,i,i,i,i,2,i,i,-1,-5,3
Cn1nnc2cc(C(=O)NC3CC3)ccc21,i,i,i,i,i,5,i,i,nt,-1,-1
CC(NC(=O)CN(C)Cc1ccc(Br)cc1)c1ccccc1 (stereo not given),i,i,i,i,i,-8,i,i,-2,-8,0
[N-]=[N+]=NC[C@H](Cc1ccccc1)N1CC[C@@H](OCc2ccccc2)CCC1=O,i,i,i,i,i,4,i,i,-1,-10,0
O=C(CCCn1c(=O)[nH]c2cc(Cl)ccc2c1=O)NCCC1=CCCCC1,i,i,i,i,i,3,i,i,-1,-10,-3
CCOc1ccc(C(=O)SC2=NCCS2)cc1,i,i,i,i,i,-3,i,i,-4,-12,4
Cc1cc(=O)oc2cc(OCC(=O)NC3CCCC3)ccc12,i,i,i,i,i,3,i,i,-1,-6,-1
CN(C)CC(=O)c1c(N)n(Cc2ccccc2)c(=O)n(C)c1=O,i,i,i,i,i,9,i,i,-1,-7,0
CCC(C)C(Nc1ncnc2scc(-c3ccccc3)c12)C(=O)O (stereo not given),i,i,i,i,i,-4,i,i,-5,-8,nt
CCCNc1c(NC(=O)c2cccs2)c(=O)oc2ccccc12,i,i,i,i,i,0,i,i,-1,-8,1
O=c1c2[nH]c3cccc(Cl)c3c2ncn1CCN1CCCCC1,i,i,i,i,i,0,i,i,0,1,-2
O=C(CCS(=O)(=O)c1ccccc1)Nc1ccccc1N1CCOCC1,i,i,i,i,i,1,i,i,-2,-6,0
CS(=O)(=O)N1CCc2cc(C(=O)N3CCN(c4ccccc4F)CC3)ccc21,i,i,i,i,i,-2,i,i,-1,-12,1
CN1CCN(NC(=O)Nc2cc(Cl)cc(Cl)c2)CC1,i,i,i,i,i,0,i,i,0,-13,-2
O=C(CSC1=NCCN1)C1COc2ccccc2O1 (stereo not given),i,i,i,i,i,-3,i,i,2,-9,2
O=C(CN1CCOCC1)Nc1cccc(Br)c1,i,i,i,i,i,1,i,i,3,-10,1
Cc1ccc(NC(=O)Cn2c(=O)c3cccn3c3ccccc32)c(C)c1,i,i,i,i,i,-6,i,i,1,-6,-1
Cc1cccc(OCCCC(=O)Nc2ccc(N(C)C)cc2)c1,i,i,i,i,i,-5,i,i,0,-6,-4
COc1ccccc1OCCNC(=O)c1ccco1,i,i,i,i,i,-2,i,i,0,-9,0
Cc1c(C(=O)Nc2ccccc2[N+](=O)[O-])csc1-c1ccccc1,i,-6.7*,i,i,i,1,i,i,-1,-16,-4
CCn1nc(CC(=O)Nc2ccc(-n3cnnn3)c(OC)c2)c2ccccc2c1=O,i,i,i,i,i,-5,i,i,-1,-15,1
COc1ccc(NS(=O)(=O)c2ccc(C)c(C(=O)NCc3cccnc3)c2)cc1,i,i,i,i,i,-4,i,i,0,-9,-1
CN(C(=O)CCNC(=O)Cn1cnc2ccccc2c1=O)c1ccc(F)cc1,i,i,i,i,i,0,i,i,-2,-2,3
COc1ccc(-n2c(SCC(=O)NCCCN3CCCC3=O)nnc2C(C)N2CCCCC2)cc1 (stereo not given),i,i,i,i,i,3,i,i,1,-22,-4
Cc1ccccc1N1CCN(S(=O)(=O)c2ccccc2)CC1,i,i,i,i,i,5,i,i,-2,-7,0
# Other structures follow.
SMILES,PolyA inhibitor,KCNK9 block,KCNQ1 inh,KCNQ1 pot,RGS4 act,DYRK1A inh,KCNK3 inh,RGS4 block,GSK3 alpha inh,hERG protect,GSK3B inh
CCN(CC)CCOC(=O)c1ccccc1Br,i,i,i,i,i,0,i,i,1,-2,-1
Cc1ccc(C)c(NS(=O)(=O)c2cc(C(=O)NCc3ccccn3)ccc2C)c1,i,i,i,i,i,1,i,i,3,-12,-2
Cc1ccsc1/C=N/NC(=O)Nc1ccccc1,i,i,i,i,i,-8,i,i,-1,-4,3
c1ccc(Cc2nnc3sc(C4COc5ccccc5O4)nn23)cc1 (stereo not given),i,i,i,i,i,0,i,i,-1,-8,-4
O=C(Nc1ccc(C(=O)N2CCCC2)cc1)Nc1ccc(Cl)cc1Cl,i,i,i,i,i,-5,i,i,-1,-4,2
CCOC(=O)C1=NN(C(=O)c2ccccc2)C(O)(c2ccc(C)cc2)C1 (stereo not given),i,i,i,i,i,1,i,i,-2,7.4*,1
COc1ccc(C(CC(=O)NCCCN2CCOCC2)NS(=O)(=O)c2ccc(C)cc2)cc1 (stereo not given),i,i,i,i,i,1,i,i,-3,-13,-5
CC(C)Nc1nc(Cl)nc(NC2CCCCC2)n1,i,i,i,i,i,nt,i,i,-2,-9,4
COC(=O)c1[nH]c2ccc(C)cc2c1NC(=O)CN1CCN(C(=O)c2ccccc2)CC1,i,i,i,i,i,5,i,i,4,-7,1

# A portion of the library; count on the stated rates, not on these rows.
